# Apoferritin bind = qHTS Assay for Identification of Novel General Anesthetics; Ferritin light chain (Equus caballus), P02791; apoferritin/1-aminoanthracene competitive binding, fluorescence; Potency, µM (titrated, usually from 77.5 µM), for inactives: at the highest dose activity change, negative = displacement, most hits filed as inhibitors; 350,000 tested, 0.074% active; AID 485281, 2010; further: potency means the concentration at half of the fitted maximal effect; on the % scale 0 is the no-effect control and ±100 the full control effect; nearly all actives have a fitted effect of over 20% in size
# Target sequence (P02791 2-175 limits assumed): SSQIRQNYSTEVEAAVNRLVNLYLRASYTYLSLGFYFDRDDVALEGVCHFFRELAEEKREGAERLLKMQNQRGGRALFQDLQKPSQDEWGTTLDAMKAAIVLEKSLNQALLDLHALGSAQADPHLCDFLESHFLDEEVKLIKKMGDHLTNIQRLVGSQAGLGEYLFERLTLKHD
#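 10 uM apoferritin + 50% sat. 1-AMA, PBS; cpd 10 min RT; Ex380/Em535 endpoint; normalized to free probe vs complex; 4-param Hill fit; propofol titration as pos. ctrl.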
# D1 antag = Antagonist of Human D 1 Dopamine Receptor: qHTS; D(1A) dopamine receptor (Homo sapiens), P21728; HEK293 TREx D1 cells, calcium flux, dopamine EC80; active compounds read low; activity change, negative = inhibition, % at 10 µM; 360,000 tested, 3.2% active; in the data active means activity change below about -30%; further: on the % scale 0 is the no-effect control and ±100 the full control effect
#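 Tetracycline-induced HEK293 Trex D1 cells, force-coupled to calcium, dye-loaded; compounds added and read 180 s, then EC80 dopamine added and calcium flux tracked kinetically another 180 s.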
# TRHR PAM = qHTS for Small Molecule Agonists and Allosteric Enhancers of Human TRH Receptor: Primary Screen for Enhancers; TRHR cells, fluo-8 calcium fluorescence, EC20 TRH enhancement; 360,000 tested, 0.66% active; enhancement, % at 2 µM; Thyrotropin-releasing hormone receptor (Homo sapiens), P34981; in the data active means enhancement above about 30%; further: 0% is about no effect
#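 TRHR-expressing cells loaded with fluo-8 calcium dye were read kinetically (ex 480/em 530) during compound addition, then stimulated with an EC20 of TRH (10 nM final). Enhancement of the Gq-mediated intracellular calcium response was scored.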
# D1 PAM = Potentiators of Human D1 Dopamine Receptor: qHTS; D(1A) dopamine receptor (Homo sapiens), P21728; HEK293 TREx D1 cells, calcium flux, dopamine EC20 potentiation; potentiation, % at 10 µM; 360,000 tested, 0.036% active; AID 504651, 2011; in the data active means potentiation above about 30%; further: 0% is about no effect
# RXFP1 antagonist = qHTS Assay for Antagonists of the Relaxin Receptor RXFP1; activity change, negative = inhibition, % at 57.5 µM; Relaxin receptor 1 (Homo sapiens), Q9HBX9; 350,000 tested, 0.59% active; HEK293-RXFP1, relaxin-stimulated cAMP HTRF, 30 min; active compounds read low;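 active means activity change of -60% or lower, but not beyond a set lower limit; inconclusive means change between -60% and -40%, or beyond the set limit; inactive means change above -40%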; further: on the % scale 0 is the no-effect control and ±100 the full control effect
# Target sequence (Q9HBX9 whole entry, looked up): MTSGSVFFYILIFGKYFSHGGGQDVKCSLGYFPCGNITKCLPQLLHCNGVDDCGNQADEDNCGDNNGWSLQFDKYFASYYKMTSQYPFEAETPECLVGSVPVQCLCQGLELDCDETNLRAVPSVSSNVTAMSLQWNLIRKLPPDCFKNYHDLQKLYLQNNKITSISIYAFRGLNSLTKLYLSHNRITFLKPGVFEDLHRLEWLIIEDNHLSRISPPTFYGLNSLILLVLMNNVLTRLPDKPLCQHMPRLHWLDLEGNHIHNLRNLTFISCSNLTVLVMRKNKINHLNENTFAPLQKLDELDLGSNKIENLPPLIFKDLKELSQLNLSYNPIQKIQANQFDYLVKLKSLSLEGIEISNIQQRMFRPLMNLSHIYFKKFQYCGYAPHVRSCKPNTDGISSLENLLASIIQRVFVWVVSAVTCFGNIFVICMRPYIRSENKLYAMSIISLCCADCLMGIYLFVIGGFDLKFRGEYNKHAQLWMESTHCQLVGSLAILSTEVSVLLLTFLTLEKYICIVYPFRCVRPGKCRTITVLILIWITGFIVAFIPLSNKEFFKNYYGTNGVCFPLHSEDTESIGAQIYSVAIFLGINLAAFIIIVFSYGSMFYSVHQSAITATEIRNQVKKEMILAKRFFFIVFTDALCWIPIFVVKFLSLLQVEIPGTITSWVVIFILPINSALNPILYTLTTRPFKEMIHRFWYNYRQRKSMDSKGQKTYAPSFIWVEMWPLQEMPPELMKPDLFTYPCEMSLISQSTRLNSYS
# RXFP1 agonist = qHTS Assay for Agonists of the Relaxin Receptor RXFP1. HEK293T-RXFP1 cAMP TR-FRET, 30 min; response scale: percent of porcine relaxin response, buffer zero. Potency, µM (doses to about 57.5 µM), for the others: at the top dose activation, hits mostly activators. 370,000 tested, 0.3% active. Relaxin receptor 1 (Homo sapiens), Q9HBX9; further: potency means the concentration at half of the fitted maximal effect; on the % scale 0 is the no-effect control and ±100 the full control effect; nearly all actives have a fitted effect of over 60% in size; many of its hits are not listed in these tables
#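 HEK293T cells stably expressing RXFP1 were pretreated with the PDE4 inhibitor Ro 20174, exposed to compounds for 30 min at 37C, lysed, and cAMP was read by TR-FRET. Data normalized to buffer (basal) and 29 nM porcine relaxin (100%).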
# TRHR agonist = qHTS for Small Molecule Agonists and Allosteric Enhancers of Human TRH Receptor: Primary Screen for Agonists | 360,000 tested, 0.18% active | activation, % at 2 µM | TRHR cells, calcium flux fluo-8, FDSS agonist mode | AID 493084, 2011; in the data active means activation above about 30%; further: 0% is about no effect
#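 Read-out: compound-evoked intracellular calcium rise in TRHR cells, fluo-8 dye, kinetic FDSS fluorescence at 1 s/cycle following a 10-cycle baseline. Cells cultured overnight before dye loading (30 min–1.5 h, RT).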
# D1 agonist = Allosteric Agonists of the Human D1 Dopamine Receptor: qHTS | activation, % at 2 µM | D(1A) dopamine receptor (Homo sapiens), P21728 | HEK293 T-REx D1 cells, calcium flux, agonist mode | 360,000 tested, 1% active; in the data active means activation above about 30%; further: 0% is about no effect
#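 Inducible HEK293 T-REx D1 cells, force-coupled to calcium signalling, were plated at 4000 cells/well with tetracycline and held overnight at 30 C. After no-wash calcium dye loading, compound-evoked calcium rise over 180 s flagged agonists.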
# D2 potentiator = HTS Assay for Positive Allosteric Modulators of the Human D2 Dopamine Receptor: Primary Screen for Potentiators | D(2) dopamine receptor (Homo sapiens), P14416 | HEK293 T-REx D2, calcium flux, EC20 dopamine potentiation | potentiation, % at 10 µM | 340,000 tested, 0.34% active | AID 485347, 2010;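 active means potentiation over 3 SD above the plate norm, cut at about 30% in these data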; further: 0% is about no effect
#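 Tetracycline-induced HEK293 T-REx cells force-coupled to calcium signalling expressed D2; compounds were pin-added after a 10 s baseline, read kinetically 180 s, then an EC20 dopamine challenge followed with a further 180 s calcium read.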
# Active calls of the source: *; ? = inconclusive; nt = not tested or not shown; & = joins results of further samples; [ ] = dose if it differs, or a comment. Unless noted, the call rests on the fitted dose curve; in most records, active means well fitted curve in the direction sought with a large enough effect; inconclusive means small, poorly fitted or top-dose-only effect, or another doubt; inactive means no such curve, though single readings can be large; an effect the other way counts as inactive or inconclusive.
SMILES,Apoferritin bind,D1 antag,TRHR PAM,D1 PAM,RXFP1 antagonist,RXFP1 agonist,TRHR agonist,D1 agonist,D2 potentiator
COc1cc(C2C(C#N)=C(N)N(c3cccnc3)C3=C2C(=O)CC(C)(C)C3)ccc1O (configuration not stated),-5.4%,-4.6,7.1,-1.4,-1.8,-1.0%,1.2,1.4,-4.5
Nc1nc(SC23CC4CC(CC(C4)C2)C3)ns1,-7.8%,3.1,2.4,-4.5,-6.2,0.0%,-0.3,5.1,7.2
CC(=O)c1cccc(NC(=O)c2cnn(-c3ccccc3)c2C)c1,-11.5%,3.7,0.6,-2.4,3.5,3.7%,-2.3,2.3,12.3
O=C(NC(=O)c1ccccc1)NC1(C(F)(F)F)OCCO1,-7.6%,-25.8,2.4,-4.5,nt,-0.9%,0.4,3.6,2.2
CCS(=O)(=O)N1CCC(C(=O)NCCCN2CCCCCC2)CC1,-6.9%,4.0,1.8,-0.1,-12.6,0.6%,0.0,2.6,-5.9
CCN(CC)S(=O)(=O)c1ccc2oc(Nc3ccc(OC)cc3OC)nc2c1,-10.1%,-1.6,-8.0,0.1,3.4,0.1%,-0.6,0.3,-8.9
COC(=O)[C@@H](NC(=O)c1ccccc1OC1CCN(S(C)(=O)=O)CC1)C(C)C,-16.4%,23.8,-9.1,-4.0,14.4,0.1%,0.2,1.6,8.4
O=C(CN1C(=O)C2C3c4ccccc4C(c4ccccc43)C2C1=O)Nc1cccc(C(=O)O)c1 (configuration not stated),4.0%,8.1,0.5,0.4,-0.6,-0.9%,0.0,2.2,-1.5
Cc1ccc(S(=O)(=O)NC(CC(C)C)C(=O)N2CCCC2)cc1 (configuration not stated),-7.4%,-23.0,2.4,-5.5,8.2,0.8%,-0.4,2.6,3.3
COc1ccc(-n2nnc3c(=O)n(CC(=O)N4CCC(C)CC4)cnc32)cc1,-1.2%,-18.2,-0.5,-2.9,4.0,2.1%,0.4,-1.2,-10.1
O=C(NCCCN1CCCC1=O)C1CCN(S(=O)(=O)c2cccc(Cl)c2Cl)CC1,nt,13.4,-1.7,nt,3.5,1.2%,-0.1,5.9,-13.2
Cc1ccc2sc(NNC(=O)c3ccc4c(c3)OCCO4)nc2c1C,-5.9%,23.4,-1.2,2.8,nt,0.6%,0.5,3.1,8.0
Cc1cc2c(s1)c1cnn(Cc3ccc(C(C)(C)C)cc3)c(=O)c1n2C,nt,6.8,1.6,-1.1,nt,nt,0.2,4.1,nt
Cc1nc(-c2cccc(S(=O)(=O)N3CCC(C)CC3)c2)cs1,-17.5%,3.0,-1.8,1.7,-8.2,2.1%,0.3,0.5,-2.3
CCN(CC)c1ccc(N2C(=NC(=O)C3CC3)SC3CS(=O)(=O)CC32)cc1 (configuration not stated),-6.1%,13.5,2.2,-5.1,8.6,0.4%,-1.0,0.8,13.6
COc1cccc(C(=O)N2CCN(S(C)(=O)=O)CC2)c1,-6.5%,31.5,-1.7,5.2,-5.0,1.8%,1.5,2.3,-5.4
CN(C)CCN(C(=O)c1ccc(N2C(=O)CCC2=O)cc1)c1nc2cc3c(cc2s1)OCO3,-7.1%,10.6,2.2,-2.3,-15.5,1.6%,0.5,1.4,-4.8
Cn1c(SCC(=O)Nc2ccc3[nH]c(=O)[nH]c3c2)nnc1-c1ccc(F)cc1,2.3%,-22.4,-0.8,-9.2,4.3,0.0%,0.2,3.1,15.4
O=[N+]([O-])c1ccccc1-c1nc(-c2ccc(Br)o2)no1,-13.8%,3.8,-8.2,-6.2,-11.9,-0.2%,0.1,1.0,0.4
CCCCn1c(O)c(N=Nc2ccccn2)c2ccccc21,-9.6%,15.1,-1.6,-4.7,-29.0,1.3%,-0.8,3.4,-1.6
COc1ccc2nc(-c3ccccn3)[nH]c2c1,-6.5%,-2.2,45.7*,-3.6,3.6,4.5%,0.2,2.2,nt
c1ccc2c(c1)OCCOCCOCCOCCOCCOc1ccccc1OCCOCCOCCO2,-8.8%,-35.7*,-7.1,-3.2,-3.8,6.4%,1.8,21.7,5.1
Cc1cc(C(=O)N/N=C/c2ccc3c(c2)OCO3)c(C)n1-c1ccc(F)cc1,-8.0%,-8.9,3.4,-2.4,-15.3,2.5%,-0.2,1.3,-9.0
O=C1c2cccc(OCC(=O)N3CCCc4ccccc43)c2CCN1Cc1ccc(Br)cc1,44.1%[activator],2.4,-3.1,-6.3,-6.9,2.6%,1.4,1.0,4.6
Cn1c(N)c(C(=O)COC(=O)c2cc(-c3ccco3)nc3ccccc23)c(=O)n(Cc2ccccc2)c1=O,-19.6%&-20.7%,-1.7,-3.9,-0.7,nt,5.2%,1.1,-1.2,1.2
Cc1ccc(-n2c(C)nn(CC3CC3)c2=O)cc1,-6.9%,nt,-3.2,-4.3,-7.9,1.8%,0.5,-0.3,6.2
Cc1cc(=O)n(CC(=O)Nc2cc(Cl)ccc2C)c(C(C)C)n1,-7.0%,-0.1,-6.6,-3.3,2.0,0.2%,0.6,4.5,-2.9
O=C(c1ccc2ccccc2c1)N1CCN(c2ccccc2)CC1,-20.4%,-24.2,4.3,-6.6,-4.4,1.8%,-0.4,0.7,0.4
Cc1cc(C)nc(NS(=O)(=O)c2ccc(NC(=O)c3ccc(O)cc3O)cc2)n1,-4.6%,3.8,-2.0,-4.1,1.4,5.0%,-0.5,3.2,-10.2
COc1ccc(CCNC(=O)CN2C(=O)c3cccc4cccc(c34)C2=O)cc1OC,-12.2%,5.9,-1.0,7.2,0.3,0.4%,0.3,2.8,3.0
COc1cc2nc(N(CCN(C)C)C(=O)c3ccc4ccccc4c3)sc2cc1OC,-32.1%,-24.4,-3.9,-12.9,-25.7,0.7%,-0.2,1.2,3.2
O=C(Nc1cc(Cl)ccc1Oc1ccccc1)c1ccc(F)cc1,8.0%,3.7,-5.7,-4.9,-33.6,1.5%,2.1,15.3,-5.4
N#Cc1ccc(NC(=O)c2cc(-c3cccc(Cl)c3)on2)cc1,-7.8%,-1.1,12.5,0.2,-2.2,0.6%,-2.2,-1.1,25.5
O=C(CN1CCN(CCN2C(=O)c3cccc4cccc(c34)C2=O)CC1)c1ccc(F)cc1,-12.6%,-1.6,3.2,-7.9,-7.3,1.1%,-0.9,2.5,12.4
COc1ccc(/C=C/c2c([N+](=O)[O-])c(=O)n(C)c(=O)n2C)cc1,-12.0%,-8.4,1.3,8.2,-1.6,-1.0%,-0.5,1.3,11.8
CCc1ccccc1NC(=O)c1ccc(-c2csc(C)n2)cc1,-2.5%,16.0,-1.2,3.4,-6.2,0.2%,-0.1,0.6,-8.6
CN(c1ccccc1)c1nc2ccsc2c(=O)s1,-25.6%,-8.1,-4.7,-1.2,-4.7,7.8%,0.6,2.8,10.1
Cc1cccc(C)c1OCC(=O)N(Cc1cccs1)C1CCS(=O)(=O)C1 (configuration not stated),-7.0%,-11.7,-4.3,-5.7,-2.1,2.9%,-2.6,0.7,6.1
Cc1cc(C)nc(/N=C(\N)N2CCCCCC2)n1,8.5%,-8.7,5.4,3.6,-4.4,0.1%,0.4,1.1,-4.6
Cc1ccc(S(=O)(=O)NC(C)C(=O)Nc2cccc([N+](=O)[O-])c2)cc1 (configuration not stated),-12.7%,6.1,0.1,2.3,4.1,0.8%,0.2,3.8,-10.4
CCCCn1c(C)cc(/C=C(\C#N)C(=O)O)c1C,3.1%,7.0,-1.6,0.4,-3.8,0.4%,-0.9,0.7,-2.0
NC(=O)C1CCCN(C(=O)CN2C(=O)NC(c3ccccc3)(c3ccccc3)C2=O)C1 (configuration not stated),nt,1.4,1.8,-2.5,-11.0,0.2%,0.0,0.5,-5.0
Cc1cc(C)cc(OC(C)C(=O)Nc2ccccc2C(=O)NCc2cccnc2)c1 (configuration not stated),-8.2%,2.5,6.8,-6.5,0.9,4.0%,-0.4,1.3,-6.5
CC1(c2ccccc2)CC(C)(C)N2C(=O)C(=O)c3cccc1c32 (configuration not stated),?,-0.1,-19.7,-2.6,-1.3,1.8%,-2.2,3.2,-8.2
O=C(c1cnc(Cl)c(Cl)c1)N1CCN(S(=O)(=O)c2ccc(F)cc2)CC1,-7.9%,-13.8,-5.8,-4.5,6.3,0.0%,0.2,0.9,-1.2
Cc1ccc2c(c1)N(CC(=O)NC1CCCC1)C(=O)c1cccnc1O2,-17.5%,-13.7,-2.1,3.2,-13.3,5.5%,-0.4,1.8,-1.2
CC1=C(C#N)c2nc(N)c(C#N)c(C)c2/C1=C\c1ccc(-c2ccccc2C(=O)O)o1,-3.7%,-23.1,-2.5,-0.5,-19.6,4.4%,1.1,-3.4,1.2
O=c1oc(Nc2cccc(F)c2)nc2ccccc12,-12.1%,-24.2,-4.9,-7.2,-3.7,2.3%,2.2,0.0,-3.7
Cc1c(Br)c([N+](=O)[O-])nn1C(C)C(=O)NCc1ccco1 (configuration not stated),1.8%,-8.0,6.5,-0.2,-4.5,13.1%,0.2,2.0,-2.7

# Source: PubChem (National Center for Advancing Translational Sciences (NCATS))

# Only part of the results is shown; the hit share may differ from the screen's.
